Screening results from PubChem BioAssay.
PPARg SRC1 recr – PPARgamma-driven SRC-1 recruitment agonism | P37231 | PPARgamma-SRC-1 coactivator recruitment biochemical assay | activation, % at 8 µM | 0.41% of 200,000 active | AID 631; in the data active means activation above about 19%;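 further: 0% = DMSO and 100% = reference agonist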
Target sequence (P37231 whole entry, looked up): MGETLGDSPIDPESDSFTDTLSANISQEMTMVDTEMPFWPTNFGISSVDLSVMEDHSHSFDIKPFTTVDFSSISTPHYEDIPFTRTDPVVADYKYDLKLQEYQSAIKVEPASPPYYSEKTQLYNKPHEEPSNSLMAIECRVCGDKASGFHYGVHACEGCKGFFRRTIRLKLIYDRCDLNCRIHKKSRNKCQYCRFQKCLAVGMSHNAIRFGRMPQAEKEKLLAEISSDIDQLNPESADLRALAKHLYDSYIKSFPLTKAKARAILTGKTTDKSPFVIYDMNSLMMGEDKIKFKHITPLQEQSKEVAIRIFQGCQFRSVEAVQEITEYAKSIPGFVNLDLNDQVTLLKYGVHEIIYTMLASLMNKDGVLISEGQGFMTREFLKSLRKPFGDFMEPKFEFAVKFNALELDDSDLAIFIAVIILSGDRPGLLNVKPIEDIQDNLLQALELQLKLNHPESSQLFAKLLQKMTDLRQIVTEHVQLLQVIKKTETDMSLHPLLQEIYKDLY
STAT3 act – STAT3 signaling activation; U3A cells, IL-6 STAT3-luciferase reporter, luminescence; 100% = signal with IL-6 EC80 alone; 0.91% of 190,000 active; activation (% of control), % at 5.6 µM;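 active means activation above the screen-wide mean of compound activation plus 3 SD, cut at about 130% in these data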;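 further: 0% = background luminescence of wells with medium and substrate only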
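Detection: reporter luminescence signal / Assay system: STAT1-lacking human U3A cells, STAT3 luciferase reporter / Incubation: compound pre-incubation 1 h before IL-6, then 6 h stimulation at 37 °C / Control set: IL-6-only high control / Read-out: % activation relative to IL-6 control / Probe or stimulus: Interleukin-6, 33 ng/mL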
PPARg SRC2 recr – PPARgamma-driven SRC-2 recruitment agonism; 0.34% of 200,000 active; PPARgamma LBD-SRC-2 recruitment, biochemical; activation, % at 8 µM; P37231; in the data active means activation above about 22%;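 further: 0% = vehicle and 100% = reference agonist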
ROMK mod – modulators of human ROMK potassium channel | Tet-inducible ROMK, thallium flux fluorescence; actives lie on both sides | B-score at 10 µM | 2% of 130,000 active | P48048;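 active means signal ratio slope over the read window, or its plate-corrected B-score, at least 3 SD from the plate mean, either direction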;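 further: B-score of the F/F0 ratio slope over 7 to 12 s after thallium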
Target sequence (P48048 whole entry, looked up): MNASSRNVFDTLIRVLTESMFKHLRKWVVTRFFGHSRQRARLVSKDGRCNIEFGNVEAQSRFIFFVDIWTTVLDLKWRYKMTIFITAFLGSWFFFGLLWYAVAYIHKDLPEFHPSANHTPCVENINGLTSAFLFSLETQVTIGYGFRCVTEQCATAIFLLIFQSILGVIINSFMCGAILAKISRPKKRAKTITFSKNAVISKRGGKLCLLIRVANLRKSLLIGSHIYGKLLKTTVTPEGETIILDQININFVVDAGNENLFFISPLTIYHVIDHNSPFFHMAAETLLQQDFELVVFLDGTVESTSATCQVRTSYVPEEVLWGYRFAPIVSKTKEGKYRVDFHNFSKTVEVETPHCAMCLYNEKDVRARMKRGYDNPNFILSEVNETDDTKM
bIAP inh – blocks bovine intestinal alkaline phosphatase activity; 190,000 tested, under 10 active; AID 1019; inhibition, % at 20 µM; purified bovine IAP, CDP-star luminescence, 30 min;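 active means over 50% inhibition of intestinal alkaline phosphatase at 20 µM in the single-dose screen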
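Incubation: 30 min reaction at room temperature / Material: purified bovine intestinal alkaline phosphatase (IAP) enzyme / Input: enzyme at 1/65,000,000 dilution / Dosing: 20 µM single dose / Signal: CDP-star luminescence signal / Reagent: CDP-star chemiluminescent phosphatase substrate, 30 µM final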
STAT3 inh – STAT3 signaling inhibition. U3A cells, IL-6 STAT3-luciferase reporter, luminescence; host cell line lacks STAT1. inhibition, % at 5.5 µM. 0.89% of 190,000 active. AID 862;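 active means inhibition above the mean inhibition across all screened compounds plus 3 SD, cut at about 44% in these data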;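 further: 0% = DMSO only wells and 100% = 100 µM nifuroxazide control wells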
bIAP act – intestinal alkaline phosphatase (bovine) activation. purified bovine IAP, CDP-star luminescence, 30 min; stronger effect = higher value; fold of DMSO-control signal, blank-subtracted. activation factor at 20 µM. 0.17% of 200,000 active;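 active means activation factor of 2 or more at 20 µM, a signal rise over negative controls twice the positive control's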
STAT1 inh – STAT1 signaling inhibition. NIH 3T3 STAT1-luciferase reporter, IFN-gamma, luminescence. inhibition, % at 5.5 µM. 0.35% of 200,000 active. AID 920;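 active means inhibition above a set limit, the mean inhibition across all tested compounds plus 3 SD, cut at about 34% in these data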;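 further: 0% = IFN-gamma with DMSO and 100% = IFN-gamma with 300 µM nifuroxazide; values of inactives mirror those of a sister screen read the other way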
TNAP act hi DEA – increases human TNAP activity under high phosphate acceptor concentration. P05186. purified TNAP, CDP-star luminescence, 1 M DEA, 30 min; stronger effect = higher value; 0 = EDTA background, 1 = DMSO-only activity. activation factor at 20 µM. 200,000 tested, under 10 active;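 active means activation factor at least 2 at 20 µM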
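Control set: EDTA negative control, DMSO positive control / Assay system: human TNAP / Quantity: TNAP 1/800 final / Evaluation: TNAP activation factor scaled between EDTA and DMSO control wells / Measured by: luminescent substrate turnover signal / Compound dosing: one dose, 20 µM / Times: 30 min enzyme reaction at room temperature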
TR-FRET SRC-2 ct – counter-screen for PPARgamma SRC-2 recruitment agonists: TR-FRET artefact. stronger effect = higher value. TR-FRET ratio at 8 µM. 0.4% of 200,000 active. AID 1049; in the data active means TR-FRET ratio above about 2000; further: inactives centre near 1500
PPARg SRC3 recr – agonists of human PPARgamma SRC-3 coactivator recruitment; biochemical PPARgamma/SRC-3 coactivator recruitment assay; activation, % at 8 µM; 0.26% of 200,000 active; AID 731; in the data active means activation above about 23%;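 further: 0% = DMSO and 100% = reference agonist; some compounds past the cut are filed as inactive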
The depositor's hits bear a star; nt = no result given.

entry	canonical_smiles	STAT1 inh	ROMK mod	bIAP inh	STAT3 inh	PPARg SRC1 recr	PPARg SRC2 recr	TNAP act hi DEA	bIAP act	STAT3 act	PPARg SRC3 recr	TR-FRET SRC-2 ct
1	COc1ccc(C)cc1NC(=O)C1CC(=O)N(CCc2ccccc2)C1 (stereo unspecified)	5	1.8	-9	7	3	16	1	1.1	99	7	1629
2	N#Cc1c(=O)c2nc(NCc3ccccc3)ncc2n2ccccc12	-4	2.6	6	0	-7	-6	1.1	0.9	106	0	1646
3	Cc1ccccc1-c1ccc(=O)n(CC(=O)Nc2ccc(N3CCOCC3)cc2)n1	-31	-0.3	-5	0	-1	2	1	1	105	-7	1410
4	COC(=O)c1ccc(N)cc1O	3	nt	13	1	6	8	1	0.9	100	4	1459
5	NC(=O)NCCCC(NC(=O)c1ccc(C#CC2(O)CCCCC2)cc1)C(=O)O (stereo unspecified)	3	0.44	-22	-2	5	8	1	1.2	104	9	1541
6	CN(C)C(=O)CN(C)S(=O)(=O)c1ccc(Cl)cc1	0	nt	3	-4	-8	-2	1	1	107	-7	1375
7	CCn1c(C)c(C(C)=O)c(N2CCCCC2)nc1=S	5	-0.74	1	8	4	0	1.1	1	95	6	1187
8	CCOc1ccc(C(C(=O)NC2CCCCC2)N(C(=O)Cc2cccs2)c2ccc(-n3cnnn3)c(OC)c2)cc1 (stereo unspecified)	5	-1.4	0	-7	-3	-2	1	1	106	-1	1656
9	O=C(CCCC(=O)OCC(=O)c1cccs1)Nc1ccc(Oc2ccccc2)cc1	-4	nt	8	8	-3	5	1.1	0.9	97	9	1529
10	O=C(O)c1cnc(N2CCOCC2)nc1	-4	-1.1	-8	6	3	10	1	1.1	99	6	1680
11	NCC(O)COCCC12CC3CC(CC(C3)C1)C2 (stereo unspecified)	7	-0.55	-6	4	5	4	1	1.1	102	-7	1488
12	Cn1ccnc1SCCC#N	6	1.2	6	4	7	-5	1	0.9	98	-4	1704
13	CCC(=O)N1CCc2cc(S(=O)(=O)NC(C(=O)NCc3ccccc3)C(C)C)ccc21 (stereo unspecified)	6	nt	4	-1	-1	7	1	1	104	1	1496
14	CN(C)c1ccc(/C(=N\O)C(F)(F)F)cc1	0	nt	1	21	-2	-1	1.1	1	89	-6	1340
15	COc1ccccc1NC(=O)CC1COc2ccccc2O1 (stereo unspecified)	-6	nt	8	15	-3	-2	1.1	0.9	91	-4	1599
16	CCc1ccc(NC(=O)C(CC)c2ccccc2)cc1 (stereo unspecified)	-3	0.54	4	15	8	-4	0.9	1	91	2	1611
17	CCN(CCO)C(=O)C12CCC(C)(C(=O)C1)C2(C)C (stereo unspecified)	6	nt	0	2	0	1	1.1	1	102	4	1500
18	CCOc1ccc(NC(=S)NC(=O)/C=C/c2ccc(OC)c(OC)c2)c([N+](=O)[O-])c1	-4	-0.74	6	0	-5	0	1	0.9	107	3	1472
19	Cc1ccc(S(=O)(=O)Nc2cc(C(=O)NCCN3CCCC3)ccc2N2CCCCC2)cc1	8	-1.6	-13	8	-6	3	1	1.1	99	8	1537
20	CCOC(=O)N1CCN(CC(O)COC(CC)c2ccccc2)CC1 (stereo unspecified)	4	nt	0	-1	1	3	1.1	1	106	-2	1449
21	C=CCNC(=O)c1ccc2c(c1)nnn2C	-2	0.6	5	4	5	-2	1	0.9	101	-2	1513
22	Cc1cc(N/C(=N/S(=O)(=O)c2cc(F)ccc2F)c2ccccc2)n(-c2ccccc2)n1	-5	-1.1	-15	5	-6	1	1	1.1	98	-2	1564
23	COc1ccccc1N1CSC2=C(C#N)C(c3ccc(SC)cc3)CC(=O)N2C1 (stereo unspecified)	0	nt	6	6	6	10	1	0.9	99	5	1458
24	CCCc1cc(C(=O)Nc2cc(Br)ccc2O)no1	-6	nt	8	-5	-2	2	1	0.9	103	5	1540
25	COc1cc(OC)c(-c2nc3ccccc3s2)cc1OC	-9	-0.34	6	-51	5	1	1	0.9	149*	5	1449
26	O=C1c2cccc3c(N4CCCCC4)ccc(c23)C(=O)N1c1ccccn1	-12	nt	12	22	5	-12	0.9	0.9	86	-10	1507
27	COc1ccccc1CN1CCNC(=O)C1CC(=O)NCCc1cnccn1 (stereo unspecified)	-9	nt	6	7	4	2	1	0.9	98	-1	1406
28	CCOc1ccccc1N1CCN(C(=O)c2c(C)noc2C)CC1	5	nt	4	0	-1	-3	1	1	102	-2	1421
29	COC(=O)Sc1nc(N2CCOCC2)c2c(c1C#N)CC(C)(C)OC2	3	nt	5	-1	11	11	1	0.9	103	18	1665
30	COc1ccc(-c2nc3n(c(=O)c2C#N)CCS3)cc1	-4	-0.069	-21	1	5	-6	1	1.2	101	1	1577
31	Cn1c(=O)c2cn(-c3ccccc3)cc2n(C)c1=O	-3	nt	10	25	3	3	1	0.9	82	8	1492
32	CCOC(=O)c1c(-c2ccc(C)o2)csc1NC(=O)CN(C)CC(=O)Nc1ccc(C)cc1	0	-0.53	-16	-1	-3	-5	1.1	1.2	101	-2	1568
33	Cc1nc2c(C(=O)NCCc3ccccc3Cl)c[nH]n2c(=O)c1Cl	-8	0.23	6	3	5	-7	1	0.9	105	-1	1438
34	COc1ccc(NC(=O)C2CCCN2C(=O)Nc2cccc(F)c2)cc1 (stereo unspecified)	-4	0.52	3	7	5	2	1	1	98	-1	1627
35	CN1C(=O)SC(Nc2cccc3ccccc23)C1=O (stereo unspecified)	-2	0.33	0	5	-5	16	1	1	99	6	1422
36	O=C(NCC1CCCO1)C1CCC(=O)N1Cc1ccccc1Cl (stereo unspecified)	7	nt	5	6	0	7	1	0.9	100	1	1400
37	COCCn1c(Cc2cccn2C)nnc1SCC(=O)NCc1ccc2c(c1)OCO2	-4	-0.62	-2	12	-2	-2	1	1	99	-1	1661
38	CCOC(=O)c1c(NC(=O)C2=C(C)NC(=S)NC2c2ccc(C)cc2)sc(C)c1C (stereo unspecified)	5	nt	37	12	16	3	1	0.6	87	2	1494
39	CC(=O)NCC(=O)OCC(=O)c1ccc(C)c(C)c1	-7	-1.2	8	-5	5	4	1	0.9	106	18	1470
40	CCO/C=C1/C(=O)N(CC)c2ccccc21	1	-0.043	7	4	-6	-12	1	0.9	100	-11	1289
41	CC1CN(C(=O)C(C)N2CCN(c3cccc(Cl)c3)CC2)CC(C)O1 (stereo unspecified)	-1	-0.26	-9	7	-11	-2	1	1.1	97	-2	1468
42	COc1cc(CC(NC(C)=O)C(=O)NC2CCN(c3nc(C)cc(C)c3C#N)CC2)cc(OC)c1 (stereo unspecified)	-5	nt	8	-4	10	11	1	0.9	110	2	1690
43	COc1ccc(OC)c(S(=O)(=O)N2CCC(C(=O)Nc3ccc(C)c(C)c3)CC2)c1	-1	-3	-19	28	0	1	1.1	1.2	83	0	1622
44	Cc1ccccc1/C=C/c1cc[n+](C)cc1	5	nt	13	2	5	-6	1.1	0.9	100	-2	1544
45	COC(=O)c1sccc1NC(=S)N1CCN(c2cc(C)ccc2C)CC1	11	0.001	1	-1	2	14	1.1	1	99	4	1910

Whole records, quoted from the list. Screens in order: STAT1 inh	ROMK mod	bIAP inh	STAT3 inh	PPARg SRC1 recr	PPARg SRC2 recr	TNAP act hi DEA	bIAP act	STAT3 act	PPARg SRC3 recr	TR-FRET SRC-2 ct
`CCN(CCO)C(=O)C12CCC(C)(C(=O)C1)C2(C)C` (stereo unspecified) is entered as 6	nt	0	2	0	1	1.1	1	102	4	1500
`COC(=O)c1sccc1NC(=S)N1CCN(c2cc(C)ccc2C)CC1` is entered as 11	0.001	1	-1	2	14	1.1	1	99	4	1910
`CC(=O)NCC(=O)OCC(=O)c1ccc(C)c(C)c1` is entered as -7	-1.2	8	-5	5	4	1	0.9	106	18	1470
`COc1cc(CC(NC(C)=O)C(=O)NC2CCN(c3nc(C)cc(C)c3C#N)CC2)cc(OC)c1` (stereo unspecified) is entered as -5	nt	8	-4	10	11	1	0.9	110	2	1690
`Cn1ccnc1SCCC#N` is entered as 6	1.2	6	4	7	-5	1	0.9	98	-4	1704
